Assay outcomes as filed in PubChem.
KLF5 inhibitor – suppresses KLF5 promoter-driven expression; inhibition, % at 5 µM; hit rate 0.23% among 290,000; DLD-1 KLF5 promoter-luciferase reporter, luminescence;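 active = inhibition above a per-plate limit of that plate's mean compound inhibition plus 3 SD, cut at about 60% in these data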;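 also: 0% = DMSO wells and 100% = LY294002 at 200 µM; higher means less KLF5 promoter-driven luciferase light; inactives centre near -14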
aSyn UTR inh – 5' untranslated region of α-synuclein, MLPCN primary screen; hit rate 0.82% among 300,000; alpha-synuclein 5'UTR reporter, inhibitor activity; AID 1813; inhibition, % (tested at 7.5 µM); in the data active = inhibition above about 60%; inconclusive = no clear call, values can overlap the other calls;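 also: H4 neuroglioblastoma cells stably carrying SNCA 5'UTR luciferase fusion; 0% = DMSO wells and 100% = positive control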
Platelet DG rel – modulates dense granule release in human platelets | human platelet-rich plasma, SFLLRN dense granule ATP release, luminescence | inhibition, %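 (compounds screened at 7.5 µM in platelet-rich plasma)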 | hit rate 0.22% among 300,000 | AID 1663;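 active = mean replicate score, as percent of positive control, at or above 50; inconclusive = mean below 50 but at least one replicate at or above 50; inactive = mean and every replicate below 50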
HSF1 activator – increases HSF-1 driven luciferase reporter signal. NIH3T3-HGL HSF-1 luciferase reporter, MG132, 8 h; 100% = twice DMSO control signal. activation, % at 9 µM. hit rate 1.7% among 300,000;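 active = mean replicate activation of at least 50% with a set share of replicates each reaching 50%; inconclusive = only one of those two conditions met; inactive = mean below 50% and too few replicates reaching it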;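 also: 0% = median of the neutral control wells and 100% = twice that signal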
HSP90 inh – blocks HSP90-mediated luciferase refolding in reticulocyte lysate; AID 1789; Rabbit reticulocyte lysate, luciferase refolding luminescence, 3 h; inhibition, % at 5.6 µM; hit rate 0.91% among 290,000;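 active = inhibition above the screen-wide mean plus 3 SD, computed separately per campaign, cut at about 16% in these data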;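 also: 0% = DMSO wells and 100% = 60 µM geldanamycin wells; inhibitors lower the luminescence because luciferase stays unfolded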
AI-2 QS mod – Vibrio harveyi AI-2 quorum sensing modulation | activity change, % at 7.5 µM | hit rate 0.4% among 300,000 | Vibrio harveyi JMH597 AI-2 luminescence/OD600 ratio, 9 h; hits give low values; strain lacks LuxN and CqsS sensors; 0 = neutral-control median; in the data active = activity change below about -75%, passing the limit was not always enough; inconclusive = no clear call, values can overlap the other calls;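 also: luminescence divided by OD600 gain over 9 h not by final OD600 alone; inactives centre near 13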
SKKanGAS inh – SKKanGAS growth inhibition; S. pyogenes SKKanGAS, kanamycin growth, BacTiter-Glo, 6 h; inhibition, % at 7.5 µM; hit rate 1.3% among 300,000;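 active = mean replicate score, as percent of positive control median, at least 50; inconclusive = mean below 50 but one replicate at or above 50; inactive = mean and every replicate below 50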;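 also: strain carries kanamycin resistance gene driven by streptokinase promoter and grows in 40 µg/ml kanamycin; loss of luminescence reflects streptokinase promoter inhibition or plain growth inhibition; 0% = median of DMSO wells and 100% = positive control at its reference dose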
HSF1 inh – HSF1 inhibition | activity change, negative = inhibition, % at 7.5 µM (by protocol) | NIH3T3-HGL HSE-luciferase, MG132-induced, luminescence 8 h; hits give low values | hit rate 0.77% among 300,000;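 active = more than half of replicate wells show activity change below -50%, luminescence cut by over half; inconclusive = some wells, but at most half, below -50%; inactive = no replicate well below -50%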;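 also: luciferase reports HSF-1 transcriptional activity via heat shock element; 0% = median of DMSO wells and -100% = zero luminescence signal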
HIF activator – HIF pathway transcriptional activation; U2OS HRE-luciferase reporter, luminescence; normalized: DMSO 0%, desferrioxamine 100%; activation, % at 7.5 µM (by protocol); hit rate 0.32% among 300,000;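 active = mean activation of at least 10% of the iron chelator positive control signal, with at least half of replicates also reaching 10%; inconclusive = mean and replicate majority disagree about reaching 10%; inactive = mean and most replicates under 10%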
IEC-6 cytotox – IEC-6 cytotoxicity, counter-screen for KLF5 inhibitors; AID 1825; luminescence viability; inhibition, % at 5 µM; hit rate 0.78% among 290,000; in the data active = inhibition above about 22%;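 also: 0% = plate median of test compound wells and 100% = cytotoxic reference compound wells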
* marks the source's active call; other numbers are inactive results; ? = inconclusive; nt = no result given; & = joins results of further samples. This is a subset; rates above refer to the full screens.

SMILES	KLF5 inhibitor	aSyn UTR inh	Platelet DG rel	HSF1 activator	HSP90 inh	AI-2 QS mod	SKKanGAS inh	HSF1 inh	HIF activator	IEC-6 cytotox
O=C(c1cc2c(s1)-c1ccccc1OC2)N1CCC2(CC1)OCCO2	-152	-129	19	26	2	19	-2	19	5.3	4
Cc1cc(O)c2c(c1)OC(C)(C)C1=C2CC(C)CC1 (stereo unspecified)	-32	6	3	-6	-4	-3	10	8	0.1	3
Cc1nc2nc(SCC(=O)N3CCC4(CC3)OCCO4)nn2c(C)c1Cc1ccccc1	-14	0	5	7	6	4	-14	5	0.2	0
Cc1ccc(C2(O)CN3CCC2CC3)cc1 (stereo unspecified)	-44	12	-4	-7	-4	2	0	-6	-12	-3
O=C1NC(=O)C(CCc2ccncc2)(c2ccccc2)C(=O)N1	-6	18	-3	2	-2	9	-1	-3	-0.4	-8
Cc1cccc(N2CCc3c2nc2ccccc2c3N)c1	-20&9	-34	2	1	-5&3	21	1	-5	1.9	12&7
O=C(c1ccc2c(c1)ncn2C1CCCCCC1)N1CCC2(CC1)OCCO2	-21	-10	10	-6	4	2	-1	-5	0.2	0
OC(CNCCc1c[nH]c2ccccc12)c1ccccc1 (stereo unspecified)	-12	25	-2	-5	0	nt	-1	-2	-3.9	0
CCCCn1c(O)c(C=NC2CCCCC2N)c(=O)[nH]c1=O (stereo unspecified)	-9	3	0	-5	1	31	-3	1	-0.3	-5
CN1CCN(c2cc(N3CCCCCC3)c(F)cc2[N+](=O)[O-])CC1	5	0	2	11	-3	19	1	0	-6.5	3
O=c1[nH]c(O)c(N=Nc2cccc(S(=O)(=O)N3CCOCC3)c2)c(=O)[nH]1	-16	23	-5	-1	2	19	0	-1	-0.5	-3
Cc1cc(C)c(N=Cc2c(O)[nH]c(=O)[nH]c2=O)c(C)c1	-12	47	10	-2	4	nt	3	-3	-0.6	10
OCCNc1c2c(nc3ccccc13)CCCC2	-32	-19	3	-4	0	23	1	-1	1.0	-4
O=C1C2CCN(CC2)C1Cc1ccc(OCCOc2ccccc2)cc1 (stereo unspecified)	-27	18	0	nt	1	8	5	nt	-0.1	3
COCCN1Cc2cc(=O)n3c([nH]c4ccccc43)c2C1=N	-49	-59	-2	7	-3	17	4	-5	-1.6	3
C[C@H]1CC[C@@H]2[C@@H](C)[C@H]3[C@H](C[C@H]4[C@@H]5CC=C6C[C@@H](O[C@@H]7O[C@H](CO)[C@H](O)[C@H](O[C@@H]8O[C@H](CO)[C@@H](O)[C@H](O)[C@H]8O)[C@H]7O[C@@H]7O[C@@H](C)[C@H](O)[C@@H](O)[C@H]7O)CC[C@]6(C)[C@H]5CC[C@]34C)N2C1	-21	47	-1	-16	-1	22	-2	-4	-0.4	3
CCOP(=O)(OCC)C(NS(=O)(=O)c1ccccc1)C(Cl)(Cl)Cl (stereo unspecified)	-19	8	-4	-9	0	4	0	-3	0.0	-1
Cn1c(O)c(C(=O)c2ccccc2F)c(=O)n(C)c1=O	-13	5	3	3	3	28	8	-3	0.2	-1
CCCNS(=O)(=O)c1ccc(OCC(=O)N2CCN(Cc3ccccc3)CC2)cc1	13	21	-2	6	3	6	-7	-2	-0.8	3
Cc1ccc(-c2nc3ccccc3c(=O)n2-c2nccs2)cc1	-7	-19	-3	-10	0	20	-8	-21	-0.5	-3
COc1cccc(N2C(=O)NC(=O)C3(Cc4cc(C)ccc4N(C)C3)C2=O)c1 (stereo unspecified)	-11	22	-9	17	7	-4	-1	11	0.1	8
OCC#CC[N+]1(CC#Cc2ccccc2)CCCC1	-8	-9	0	-15	-1	5	0	-3	-0.3	-4
Cc1cc(=O)oc2c(C)c(OCC(=O)N3C[C@H]4C[C@@H](C3)c3cccc(=O)n3C4)ccc12	-17	-17	-2	-1	4	3	-1	6	-0.1	6
COc1ccc(CN2C(=O)NC(=O)/C(=C/c3ccc(OC)c(OC)c3OC)C2=O)cc1	-4	-2	-8	-7	-1	11	2	-2	0.8	-8
C=CCn1c(O)c(C(CC)=NCc2ccco2)c(=O)[nH]c1=O	6	24	-13	66*	-5	10	4	21	-0.4	-4
Continued:
SMILES	KLF5 inhibitor	aSyn UTR inh	Platelet DG rel	HSF1 activator	HSP90 inh	AI-2 QS mod	SKKanGAS inh	HSF1 inh	HIF activator	IEC-6 cytotox
Cc1cc(Cl)ccc1OC(C)C(=O)O (stereo unspecified)	2	9	0	6	-1	9	-3	-1	0.0	-8
CN1CC(C(=O)c2cccc(C(F)(F)F)c2)C(c2ccc(Cl)cc2)C1 (stereo unspecified)	-6	-21	-6	6	0	-4	8	1	0.2	3
Cc1cc(C=C2C(=O)NC(=S)NC2=O)c(C)n1-c1ccc2c(c1)OCO2	-16	-10	4	-4	6	15	0	0	0.3	3
O=Cc1cn(Cc2ccc([N+](=O)[O-])cc2)c2ccccc12	0	72*	2	4	-1	27	2	8	-1.8	0
COc1ccc(CCn2c(O)c(C=NCCCO)c(=O)[nH]c2=O)cc1OC	-7	-7	1	-4	-2	12	-5	-3	-0.1	0
Cc1ccc(Oc2cc(NN3CCCCC3)c([N+](=O)[O-])cc2[N+](=O)[O-])c([N+](=O)[O-])c1	-20	28	5	1	-2	4	10	3	-1.0	-2
C[C@H](NC(=O)CCC(=O)N1C[C@H]2C[C@H](C1)c1cccc(=O)n1C2)c1ccccc1	-24	7	-1	3	-3	14	1	0	0.1	2
CCC1(CCCC(=O)c2ccc(F)cc2)C(=O)NC(=S)NC1=O	-18	4	-4	-1	2	5	5	4	-0.1	7
C[C@]12CC[C@H](O)CC1=CC[C@@H]1[C@@H]2CC[C@@]2(C)[C@H]1CC[C@]2(C)O	nt	-11	-8	42	nt	10	2	22	-0.1	nt
COc1ccc(CCNCc2ccccc2)cc1	-39	-10	-5	15	1	30	0	4	-21	4
CC12CN3CC(C)(CN(C1)C3c1cccs1)C2O (stereo unspecified)	-12	1	1	1	2	23	12	-5	0.5	0
CCn1c(O)c(N=Nc2cccc(S(=O)(=O)N3CCOCC3)c2)c(=O)n(CC)c1=S	-3	-8	7	16	4	14	1	6	-1.7	-1
CS(=O)(=O)NNP(=O)(NNS(C)(=O)=O)NC(=O)c1ccccc1	-4	1	24	-13	-5	1	-7	-3	0.3	-2
C=CCn1c(O)c(C(CC)=Nc2cccc(C(=O)O)c2)c(=O)[nH]c1=O	-8	-13	0	-4	4	6	1	-5	-0.3	-3
N#Cc1ccc(Cn2cc(C(=O)c3ccco3)c3ccccc32)cc1	-42	-7	3	1	-1	24	2	12	0.1	-5
CCCCCCn1c(N)c(C(=O)NCCN2CCOCC2)c2nc3ccccc3nc21	0	15	1	13	0	2	10	15	-0.2	-3
Cn1nccc1C(=O)N1CCC2(CC1)OCCO2	-23	0	11	3	-2	16	-2	-2	0.0	-4
NCCc1c[nH]c2ccc(OCc3ccccc3)cc12	-18	-6	0	-13	1	23	13	-6	0.2	0
CNC(=S)N(C)CCc1cc2c(c(OC)c1/C=C1/C(=O)NC(=O)N(C)C1=O)OCO2	-11	-3	4	6	-5	23	8	-1	0.0	-4
COc1cc(/C=C/[N+](=O)[O-])ccc1O	-15	-33	-2	274*	4	?	3	234	1.1	0
CCC(=NCc1cc(OC)cc(OC)c1)c1c(O)n(C2CCCCC2)c(=O)[nH]c1=O	-51	46	1	-3	2	35	2	3	-0.8	3
CCN(CC)c1nc2c(C)cccn2c(=O)c1C=C1C(=O)NC(=O)NC1=O	-14	7	-3	0	1	7	-5	-4	0.0	-2
CCOc1cc(C)cc2oc(=O)c3c(c12)CCCC3	-4	8	5	6	2	15	-3	-12	-0.1	4
COc1ccc(N/N=C/c2c(O)n(-c3cccc(C)c3)c(=O)[nH]c2=O)cc1	52	15	-5	-8	8	17	-8	5	0.3	-9
N=Cc1c(O)n(-c2ccc(C34CC5CC(CC(C5)C3)C4)cc2)c(=O)[nH]c1=O	-72	-16	-8	-29	3	18	5	-10	nt	0
Going on with the list:
SMILES	KLF5 inhibitor	aSyn UTR inh	Platelet DG rel	HSF1 activator	HSP90 inh	AI-2 QS mod	SKKanGAS inh	HSF1 inh	HIF activator	IEC-6 cytotox
C[C@]12CCC3C(CC[C@H]4C[C@H](N)CC[C@]34C)C1CC[C@H]2O (stereo partly specified)	-24	7	-2	-6	-1	0	-2	-5	-10.0	-8
O=C(O)Cc1cnc[nH]1	nt	10	-3	-13	nt	4	0	-6	-0.1	nt
Oc1cccc2cccnc12	30	-6	-2	10	3	14	94*	6	0.9	37*
C=C1C2C[C@H](O)C(C)(C)[C@@]2(O)[C@H](O)C[C@]23C[C@@](C)(O)[C@H](CC[C@H]12)[C@H]3OC(C)=O (stereo partly specified)	4	-6	5	12	3	10	5	-5	-1.1	-5
COCCNC(=O)Cn1cc(/C=C2\C(=O)NC(=O)N(c3cccc(C)c3C)C2=O)c2ccccc21	9	-8	7	13	5	8	-4	-1	0.5	0
CCOc1ccc(N=Cc2c(O)n(C(C)(C)C)c(=O)[nH]c2=O)cc1	-21	-7	-1	22	0	4	-4	9	-0.8	0
CC(=NCc1ccc(F)cc1)c1c(O)n(C)c(=O)n(C)c1=O	43	39	-3	-2	0	-11	6	-4	-0.3	7
O=C(COC(=O)Cc1ccccc1)Nc1cc(S(=O)(=O)N2CCCCC2)ccc1Cl	nt	12	-17	-3	nt	25	-3	1	1.4	nt
CCC(=NCCc1c[nH]c2ccccc12)c1c(O)n(C)c(=O)n(C)c1=O	-6	6	4	-1	1	22	-10	-1	0.2	3
CC(=O)NC(Cc1ccc(N(CCCl)CCCl)cc1)C(=O)NC(CC(C)C)C(=O)O (stereo unspecified)	-9	-2	-3	-9	-3	17	28	5	-0.5	-1
CC1CCC2C(C)C(=O)OC3OC4(C)CCC1C32OO4 (stereo unspecified)	11	-2	-1	0	1	25	-7	-3	2.8	7
NCCc1nc2ccccc2s1	-49	-22	2	-9	-2	21	-2	-7	0.9	-2
Cc1[nH]c2ccc(OC(F)(F)F)cc2c1CCNCc1cccc([N+](=O)[O-])c1	-24	3	4	15	5	13	-2	0	1.6	3
Oc1ccc2ccccc2c1CN1CC=C(c2ccccc2)CC1	5	-33	8	nt	-2	10	11	nt	0.6	-1
COc1ccc(C(O)c2cc(OC)ccc2OP(=O)(N(C)C)N(C)C)cc1 (stereo unspecified)	-11	7	-4	-2	1	8	9	3	-0.4	0
Cc1cc2ccccn2c1C(C[N+](=O)[O-])c1c(F)cccc1Cl (stereo unspecified)	37	-61	12	-1	10	-1	12	7	-6.7	47*
Cc1cc(N2CCNCC2)nc2ccccc12	-10	-2	2	-9	-4	nt	-2	-9	-1.4	-3
COc1ccc(CCNCc2ccccc2F)cc1OC	-38	-7	4	0	-2	5	3	1	-0.3	1
O=C(O)CP(=O)(O)c1ccc(Cl)cc1	-16	3	-15	-11	5	25	-2	-7	-0.5	-4
O=C(/C=C/c1ccc(Cl)cc1)NC(=S)N1C[C@H]2C[C@H](C1)c1cccc(=O)n1C2	7	-15	-1	-1	5	6	-2	7	-0.1	-3
Cc1cc(=O)oc2cc(OCC(=O)N3C[C@H]4C[C@@H](C3)c3cccc(=O)n3C4)c(Cl)cc12	-14	19	-3	12	-4	15	2	-4	0.0	-1
